# RmlC RmlD mix = inhibitors of RmlC and RmlD coupled enzymes; 110,000 compounds, 0.39% hits; AID 1532; inhibition, % at 5.5 µM; RmlC/RmlD coupled enzyme inhibition, 384-well mixture HTS; in the data active means inhibition above about 30%, passing the limit was not always enough; further: strong numbers were not always called active
# HIV RNase H inh = blocks HIV-1 RNase H cleavage of RNA/DNA duplex; RT-RNase H RNA/DNA duplex cleavage, fluorescence; inhibition, % at 10 µM; P04585; 65,000 compounds, 1.9% hits; in the data active means inhibition above about 50%
# * marks the source's active call; other numbers are inactive results; . = no result given.
# Every second line gives: HIV RNase H inh | RmlC RmlD mix
- Cc1ccc(C)n1C(Cc1ccccc1)C(=O)O (stereo unspecified)
 : -2 | 11
- CC(=O)NC(Cc1ccccc1)C(=O)N1CCN(C(=O)c2ccco2)CC1 (stereo unspecified)
 : 1 | 12
- Cc1ccc(-c2cc(C(=O)NCc3ccccn3)no2)cc1
 : -23 | -2
- Clc1ccc(-n2ncc3c(NCc4ccccn4)ncnc32)cc1
 : -2 | 0
- CN(C)c1ccc(/C=[N+](\[O-])C2SC(=S)N(C)C2(C)C)cc1 (stereo unspecified)
 : -5 | .
- CCCCOc1ccc(C(CC(=O)NC)C(=O)O)cc1 (stereo unspecified)
 : . | -11
- CCN(CC)S(=O)(=O)c1ccc2oc(SCC3CN=C(c4ccc(OC)cc4)S3)nc2c1 (stereo unspecified)
 : 59* | 6
- CC1=C(C(=O)Nc2ccccc2)C(c2ccc(N(C)C)cc2)NC(=O)N1 (stereo unspecified)
 : 2 | -47
- CCOC(=O)C(C)(C)C(=O)C(C)(C)C(O)c1ccccn1 (stereo unspecified)
 : -9 | 12
- O=C(CSc1ccc2nnc(-c3ccccn3)n2n1)N1CCOCC1
 : -4 | 12
- COCCNC(=O)COc1ccccc1C
 : . | -6
- O=C1OCCC1Sc1ncnc2sccc12 (stereo unspecified)
 : -6 | 3
- CN(CC(=O)N1CCCCC1)S(=O)(=O)c1cccc2cccnc12
 : -21 | -7
- O=C(Cn1c(-c2cscn2)nc2ccccc21)Nc1ccccc1F
 : . | -6
- O=C(CN1CCN(S(=O)(=O)c2ccccc2)CC1)Nc1ccc2c(c1)OCO2
 : -2 | 6
- N=C1N(/N=C/c2ccccc2)C(=Nc2ccccc2)C(=S)N1c1ccccc1
 : . | -3
- CC(=O)NC1=NN(C(C)=O)C(c2sccc2C)S1 (stereo unspecified)
 : . | -10
- Cc1c(N2C(=O)SC(CC(=O)O)C2=O)c(=O)n(-c2ccccc2)n1C (stereo unspecified)
 : -8 | -5
- COc1ccc(-n2c(COc3ccc(Cl)cc3)nnc2SCc2ccc(C#N)cc2)cc1
 : . | -6
- CS(=O)(=O)N(CC(=O)Nc1cccc(Cl)c1Cl)c1ccccc1
 : . | -10
- Cc1cccc(-n2c(N)cc(=O)nc2SCC(=O)Nc2ccccc2)c1
 : -3 | -7
- CCn1c(SCc2nc3cc(OC)c(OC)cc3c(=O)[nH]2)nnc1-c1ccncc1
 : 7 | -3
- Cn1c(=O)c2c(nc(CN3CCN(c4ccccc4)CC3)n2CCCc2ccccc2)n(C)c1=O
 : 7 | 9
- CCOc1cc(C(=O)Nc2ccc(S(=O)(=O)Nc3cc(C)on3)cc2)cc(OCC)c1OCC
 : -21 | .
- C=CCn1c(SCc2cc(C(=O)OC)c(C)o2)nnc1-c1ccncc1
 : 2 | 18
- COCCNC(=O)CSc1ccc(C)cc1
 : -1 | 7
- CCCNC(=O)Cc1ccsc1
 : -16 | 6
- CCNC(=O)n1nccc1C(C)Oc1ccc(Cl)cc1 (stereo unspecified)
 : . | -4
- Cc1ccc(/C(N)=N/OC(=O)/C=C/c2ccccc2)cc1
 : . | 6
- O=[N+]([O-])c1c(NCCO)cc(Sc2nc3ccccc3s2)c2nonc12
 : . | 13
- CCn1c(=O)cc(OCC(=O)NCCCN2CCN(c3cccc(Cl)c3)CC2)c2ccccc21
 : -12 | 1
- CC1CCCC(C)N1C(=O)CSc1nc(N)c(-c2ccccc2)c(=O)[nH]1 (stereo unspecified)
 : . | 10
- Cc1ccc(O)c(N=CC2=C(O)c3ccccc3C2=O)c1
 : -11 | -12
- O=C1c2ccccc2C(=O)N1CCC(c1ccccc1)c1ccco1 (stereo unspecified)
 : . | -9
- NC(=O)C1CCN(C(=O)c2ccc(CS(=O)(=O)c3c(Cl)cccc3Cl)o2)CC1
 : 0 | -11
- CC(C)n1c2ccccc2c2nnc(SCC(=O)OCN3C(=O)c4ccccc4C3=O)nc21
 : 7 | 117*
- COC(=O)C1(C(F)(F)F)N=C(N(C)C)OC(N(C)C)=N1
 : -21 | -12
- CCOC(=O)C1CCCN(CC(O)COc2ccc(OC)cc2C(C)(C)C)C1 (stereo unspecified)
 : 8 | -8
- COc1ccc(C(=O)COC(=O)c2ccco2)cc1
 : 5 | -7
- O=C(O)C1CCCN(S(=O)(=O)c2cccs2)C1 (stereo unspecified)
 : . | -6

# An excerpt of these results, as tab-separated lines:
compound	HIV RNase H inh	RmlC RmlD mix
COCCNC(=O)CSc1ccc(C)cc1	-1	7
CCCNC(=O)Cc1ccsc1	-16	6
CCNC(=O)n1nccc1C(C)Oc1ccc(Cl)cc1 (stereo unspecified)	.	-4
Cc1ccc(/C(N)=N/OC(=O)/C=C/c2ccccc2)cc1	.	6
O=[N+]([O-])c1c(NCCO)cc(Sc2nc3ccccc3s2)c2nonc12	.	13
CCn1c(=O)cc(OCC(=O)NCCCN2CCN(c3cccc(Cl)c3)CC2)c2ccccc21	-12	1
CC1CCCC(C)N1C(=O)CSc1nc(N)c(-c2ccccc2)c(=O)[nH]1 (stereo unspecified)	.	10

# (more compounds)
# Every second line gives: HIV RNase H inh | RmlC RmlD mix
- CCOc1ccc(N2C(=O)CC(N3CCC(O)(c4ccc(Br)cc4)CC3)C2=O)cc1 (stereo unspecified)
 : . | -8
- COc1ccc(CCN2C(=O)C3CC(C)=C(C)CC3C2=O)cc1OC (stereo unspecified)
 : . | -10
- COc1ccc(S(=O)(=O)NCC(c2cccnc2)N2CCN(c3ccccc3)CC2)cc1C (stereo unspecified)
 : -1 | .
- O=C(NC1(C(F)(F)F)N=C2SCCN2C1=O)C1CCCCC1 (stereo unspecified)
 : 23 | -1
- CCOc1ccc(NC2c3ccccc3C(=O)N2c2ccc(Cl)cn2)cc1 (stereo unspecified)
 : -7 | 2
- C#CCn1c(=NC(=O)c2cccs2)sc2cccc(OCC)c21
 : . | -4
- CCC(=O)Nc1cnc(NC(=O)c2cccc(F)c2)cc1C
 : -13 | 10
- Cc1cc(C)cc(NC(=O)CN2CCc3ccccc3C2)c1
 : . | -12
- CC(C)c1nnc(NC(=O)CCC(=O)NCc2ccc3c(c2)OCO3)s1
 : 2 | -7
- O=C(O)CCC(=O)N1CCN(c2ccccn2)CC1
 : 6 | .
- CCOc1cccc(-c2nn3c(-c4cc(C)[nH]n4)nnc3s2)c1
 : -3 | -15
- COc1ccccc1NC(=O)Cn1nnc(-c2ccccc2NC(=O)c2ccco2)n1
 : 31 | -2
- Cc1c(NC(=O)c2ccc(COc3ccc4ccccc4c3)o2)c(=O)n(-c2ccccc2)n1C
 : -16 | -9
- Cc1[nH]nc2c1C1(CCOC1C)C(C#N)=C(N)O2 (stereo unspecified)
 : -8 | 0
- COc1ccc(-n2c(=O)[nH]c3ccccc3c2=O)cc1
 : . | -14
- O=C1c2ccccc2S(=O)(=O)c2cc(C(=O)N3CCC(N4CCCC4)CC3)ccc21
 : . | -12
- O=C(CN1CCC(NC(=O)c2ccccc2)CC1)NCc1ccccc1F
 : -22 | 0
- COC(=O)Cn1c2ccc(F)cc2c2nc(C)sc21
 : -5 | -6
- Cc1ccc(S(=O)(=O)N(CCO)c2cc3c(s2)CCCC3)cc1
 : -19 | -14
- CC(=O)C1=C(O)CCC1=N
 : 6 | -11
- O=C(NC1=NCCS1)c1cccs1
 : -22 | 8
- COc1ccccc1C(=O)Nc1ccccc1C(=O)N1CCCC1
 : -3 | 1
- CCCC(=O)Nc1ncnc2c1ncn2[C@@H]1O[C@@H]2COP(=O)(O)O[C@H]2[C@H]1OC(=O)CCC
 : 0 | -41
- COc1ccc(NC(=O)c2ccc3c(c2)S(=O)(=O)c2ccccc2C3=O)cc1
 : . | -2
- COc1ccc(CCNC(=O)c2cc(-c3ccc(C)c(C)c3O)n[nH]2)cc1OC
 : . | 7
- CCn1cnc2sc(C)c(C)c2c1=O
 : . | 1
- COC(=O)c1ccccc1NC(=O)C1CC(c2ccc(F)cc2)=NO1 (stereo unspecified)
 : -10 | -10
- Cc1cccc(-n2cccc2)c1C#N
 : . | -7
- Cc1ccccc1NC(=S)N(C)Cc1cccs1
 : . | 12
- Cc1onc(-c2ccccc2Cl)c1C(=O)OCN1C(=O)c2ccccc2C1=O
 : -48 | -13
- C#Cc1ccc([C@@H]2C=C(C(=O)O)O[C@H](OCC)[C@H]2CCCO)cc1
 : . | -6
- COc1ccc(N2CCN(Cc3oc(CO)cc(=O)c3O)CC2)cc1
 : . | -7
- CCCCN(CCCNC(=O)c1ccc2nc(N3CCOCC3)sc2c1)Cc1ccccc1
 : . | 1
- Cc1cc(C)cc(NC(=O)CN2CCN(CCN=CC3=C(O)CC(C)(C)CC3=O)CC2)c1
 : . | -5
- CCCCCn1c(SCCN2CCOCC2)nc2c1c(=O)[nH]c(=O)n2C
 : 27 | 3
- CC(C)OC(=O)CCc1nc2ccccc2[nH]c1=O
 : -45 | 11
- O=C(CSc1nnc(CNc2ccc(F)cc2)n1Cc1ccco1)N1CCOCC1
 : . | -16
- O=C(COc1ccccc1)NCC(c1cccs1)N1CCOCC1 (stereo unspecified)
 : 0 | 5
- CCOc1ccccc1COC(=O)c1cccc(-n2cnnn2)c1
 : -73 | -11
- CCCn1c(-c2cccs2)nc2ccccc21
 : -45 | -7
- Cc1c(C(=O)NCc2cccs2)oc2ccccc12
 : -2 | -2
- CCN(CC)C(=O)Nc1ccccc1C
 : . | 7
- CCc1nc(SCC(=O)N2CCC(Cc3ccccc3)CC2)c2c(=O)n(C)c(=O)n(C)c2n1
 : . | 10
- COc1ccc(N2C(=O)C3CCCN3C2c2ccc(C)cc2)cc1 (stereo unspecified)
 : -10 | -1
- O=C(CCCCCn1c(=O)[nH]c2ccsc2c1=O)NCc1cccs1
 : -7 | -22
- CC(C)(C)n1nc2c(c1NC(=O)Cc1ccc(F)cc1)CSC2
 : 11 | -12
- C=CCNC(=O)CCCc1ccccc1
 : 0 | 15
- Cc1cc(NC(=O)C2CCCCC2)n(-c2nc3ccccc3[nH]2)n1
 : . | -7
- O=c1c(-c2ccc(Cl)cc2)[n+]([O-])c2ccccc2n1O
 : 3 | -7
- Cc1cc(NC(=O)CSc2ncnc3sc4c(c23)CCC(C)C4)no1 (stereo unspecified)
 : 84* | .
- CCOc1ccc2nc(SCC(=O)Nc3ccc4c(c3)OCCO4)[nH]c2c1
 : . | -11
- CCSc1nnc(NC(=O)c2cc(C)oc2C)s1
 : -3 | 73
- O=C(Cn1cc2c(n1)CCCC2)Nc1ccccc1Cl
 : -51 | 6
- O=C(COc1ccccc1)N1CCN(C2CC3CCC2C3)CC1 (stereo unspecified)
 : . | -4
- C=CCn1c(Cc2cccs2)nnc1SCC(=O)Nc1ccc(C(=O)OCC)cc1
 : -15 | 10
- COc1cccc(C2C(C#N)=C(N)Oc3cc(C)[nH]c(=O)c32)c1OC (stereo unspecified)
 : -4 | .
- O=C(Nc1ccccc1)N1CCCC(c2nc(-c3ccc(F)cc3)no2)C1 (stereo unspecified)
 : . | 1
- Fc1cccc2sc(Nc3nnc(-c4ccco4)o3)nc12
 : 22 | -17
- Cc1ccc(C)c(N2CCN(C(=O)CCNC(=O)Cn3ccc4ccccc4c3=O)CC2)c1
 : -3 | -9
- Cc1ccc(C(=O)N/C(=C\c2cn(-c3ccccc3)nc2-c2ccccc2)C(=O)N2CCOCC2)cc1
 : . | -5

# Some values from above.
# Cc1cc(NC(=O)C2CCCCC2)n(-c2nc3ccccc3[nH]2)n1 in RmlC RmlD mix shows -7
# COc1ccc(N2C(=O)C3CCCN3C2c2ccc(C)cc2)cc1 (stereo unspecified) in RmlC RmlD mix shows -1

# The results go on:
# Every second line gives: HIV RNase H inh | RmlC RmlD mix
- CCC(C)NC(=O)C1CCN(S(=O)(=O)c2cccnc2)CC1 (stereo unspecified)
 : -12 | 0
- C=CCCN(C(C(=O)OC)C(C)C)S(=O)(=O)c1ccccc1Br (stereo unspecified)
 : . | -4
- CC(C)C(=O)NC(c1ccccc1Cl)c1c(O)ccc2ccccc12 (stereo unspecified)
 : . | 0
- COc1ccc(-c2cc(=O)c3cc(F)ccc3[nH]2)cc1
 : . | -1
- CCc1nnc(SCc2ccc(C(=O)OC)o2)n1N
 : -7 | 9
- Cc1nc2ccc(NC(=O)c3cccc(C(F)(F)F)c3)cc2o1
 : . | -11
- Cc1ccc(Cn2ccc(NC(=O)c3noc4c3CCCC4)n2)cc1
 : -3 | 4
- O=C(Nc1ccc(NC(=O)C2CCCCC2)cn1)c1ccco1
 : 1 | -5
- NC(=O)c1nsc(C(=O)N(CCc2ccccc2)C(C(=O)NC2CCCC2)c2ccco2)c1N (stereo unspecified)
 : -5 | -6
- CC1COC(c2cccn2Cc2ccccc2Cl)=N1 (stereo unspecified)
 : -16 | 3
- COCCCn1c(C2CCCCC2)nc2oc3cc(OC)ccc3c(=O)c2c1=O
 : 9 | -15
- COc1cccc(C2C(C(N)=O)=C(C)Nc3nc(-c4cccc(Cl)c4)nn32)c1 (stereo unspecified)
 : -5 | -17
- Cc1ccc(NC(C)c2cc(Cl)ccc2O)cc1 (stereo unspecified)
 : . | 86
- Cc1ccc(C(C)NC(=O)c2ccco2)cc1C (stereo unspecified)
 : -9 | -10
- COc1ccc(OCC(=O)OC2CCN(C)CC2)cc1
 : . | -2
- CCO[C@H]1OC(C(=O)N2CCN(C)CC2)=C[C@@H](C2CC2)[C@@H]1CCCO
 : . | 7
- CC1(C)CC(=O)C=C(NCc2ccco2)C1
 : -3 | 4
- Cc1ccccc1OCC(=O)OCC(=O)c1ccc(OC(=O)c2ccccc2)cc1
 : . | 23
- N#Cc1c2c(c(NCCCN3CCOCC3)n3c1nc1ccccc13)CCC2
 : -29 | 26
- Cc1ccc2c(c1)N(CCC(=O)NCc1ccccn1)C(=O)CO2
 : -4 | -16
- CC(=O)Nc1nc2c(ncn2COCCOC(C)=O)c(=O)[nH]1
 : -5 | -7
- Cc1ccc(-n2c(O)c(C=Nc3ccccc3N)c(=O)[nH]c2=O)cc1C
 : 3 | -4
- COc1ccc(NCN2C(=O)CCC2=O)cc1
 : . | 7
- COC(=O)c1ccc(C23CC4(C2)[C@H](CN(Cc2ccc(C(F)(F)F)cc2)[C@@H]4c2ccccc2)C3c2ccc(C(F)(F)F)cc2)cc1 (stereo partly specified)
 : . | 4
- CCOC(=O)N1CCC(NC(=O)c2cc(-c3ccc(F)cc3)[nH]c2C)CC1
 : -1 | .

# A portion of the library. The share of hits here may be higher or lower than overall.
